CendR NRP1 mod – NRP-1/CendR interaction modulation | AID 602438 | inhibition, % at 25 µM | FAM-RPARPAR peptide binding to NRP-1, fluorescence polarization | 360,000 tested, 0.85% active | O14786;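 active = inhibition or corrected inhibition above about 18%, plus a signal ratio from 0.5 to 1.5, limit read from the data, passing the limit was not always enough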; also: strong numbers were not always called active
STEP inh – blocks human striatal-enriched tyrosine phosphatase | P54829 | recombinant STEP, OMFP fluorogenic substrate, fluorescence | inhibition, % at 20 µM | 360,000 tested, 0.25% active;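 active = inhibition at 20 µM, scaled per plate between control wells, above about 37%, limit read from the data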;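 also: 0% = DMSO with enzyme and substrate and 100% = substrate only without enzyme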
Target sequence (P54829 whole entry, looked up): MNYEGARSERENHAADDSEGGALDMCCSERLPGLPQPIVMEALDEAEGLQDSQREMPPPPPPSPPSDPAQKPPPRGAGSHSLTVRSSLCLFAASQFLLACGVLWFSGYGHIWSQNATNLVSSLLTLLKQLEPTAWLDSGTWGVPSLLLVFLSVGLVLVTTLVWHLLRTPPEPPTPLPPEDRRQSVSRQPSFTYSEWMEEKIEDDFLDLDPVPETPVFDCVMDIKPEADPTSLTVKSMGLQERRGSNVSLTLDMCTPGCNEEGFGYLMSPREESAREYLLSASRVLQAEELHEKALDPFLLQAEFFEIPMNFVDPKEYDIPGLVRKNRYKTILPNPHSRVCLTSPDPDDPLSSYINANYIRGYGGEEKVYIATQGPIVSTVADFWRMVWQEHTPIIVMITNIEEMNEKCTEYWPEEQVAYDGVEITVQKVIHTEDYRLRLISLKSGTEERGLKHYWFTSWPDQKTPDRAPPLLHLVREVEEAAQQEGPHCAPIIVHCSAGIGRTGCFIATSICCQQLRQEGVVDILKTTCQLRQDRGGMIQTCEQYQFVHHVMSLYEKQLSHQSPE
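Test system: STEP tyrosine phosphatase / Reagent: OMFP at 25 µM / Doses: 20 µM, 1% DMSO / Read-out: percent inhibition scaled to no-enzyme and uninhibited-enzyme controls, plate-pattern corrected / Detection: FITC-channel fluorescence of OMFP product / Medium: Bis-Tris buffer pH 6.0, 2.5 mM DTT, 0.005% Tween 20 / Schedule: 20 min at room temperature, dark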
SUMO1 PPI mod – modulators of human SUMO1-mediated protein-protein interactions. P63165. SUMO1 binding to a labelled peptide, TR-FRET, 1 h. inhibition, % at 20 µM. 360,000 tested, 0.33% active. AID 602429; in the data active = inhibition above about 37%
Target sequence (P63165 whole entry, looked up): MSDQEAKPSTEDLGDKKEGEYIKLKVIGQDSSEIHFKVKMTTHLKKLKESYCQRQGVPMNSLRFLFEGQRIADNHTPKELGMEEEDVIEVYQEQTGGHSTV
SKN-1 block – inhibitors of C. elegans SKN-1; 360,000 tested, 0.49% active; inhibition, % at 21.8 µM; C. elegans VP596 Pgst-4::GFP/RFP ratio, acrylamide-induced, 24 h;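 active = interference check ratio from 0.5 to 1.5 plus GFP to RFP signal ratio inhibition reaching or exceeding a fixed threshold, cut at about 30% in these data, passing the limit was not always enough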; also: some compounds called inactive have numbers as strong as hits
LMPTP block – blocks human LMPTP phosphatase. P24666. recombinant LMPTP-A, OMFP fluorogenic substrate, fluorescence intensity. inhibition, % at 20 µM. 360,000 tested, 0.22% active. AID 651560;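 active = compounds that cut the enzyme signal by at least half of the control window in the single-dose screen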;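 also: plate controls were DMSO wells with enzyme plus substrate for no effect and substrate without enzyme for full effect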
Target sequence (P24666 whole entry, looked up): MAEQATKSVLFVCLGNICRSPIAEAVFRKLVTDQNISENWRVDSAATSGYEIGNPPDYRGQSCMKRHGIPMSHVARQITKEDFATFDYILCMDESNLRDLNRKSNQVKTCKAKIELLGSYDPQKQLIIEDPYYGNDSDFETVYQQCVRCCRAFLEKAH
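Assay system: LMPTP-A phosphatase enzyme | Input: 0.625 nM enzyme | Also added: Fluorogenic phosphatase substrate OMFP at 400 µM final | Compound dosing: One test concentration per compound, 20 µM, with 3% DMSO overall | Schedule: 50 min enzyme reaction at room temperature, protected from light | Signal: Fluorescence intensity | Benchmarks: no-enzyme and uninhibited controls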
Scp-1 inhibitor – Scp-1 (human) phosphatase inhibition; Q9GZU7; Recombinant Scp1, phosphopeptide, malachite green phosphate absorbance; inhibition, % at 20 µM; 340,000 tested, 0.88% active;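 active = inhibition above about 50% at 20 µM, limit read from the data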;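 also: plate controls were DMSO wells with enzyme for no effect and wells lacking enzyme for full effect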
Target sequence (Q9GZU7 76-261 limits assumed): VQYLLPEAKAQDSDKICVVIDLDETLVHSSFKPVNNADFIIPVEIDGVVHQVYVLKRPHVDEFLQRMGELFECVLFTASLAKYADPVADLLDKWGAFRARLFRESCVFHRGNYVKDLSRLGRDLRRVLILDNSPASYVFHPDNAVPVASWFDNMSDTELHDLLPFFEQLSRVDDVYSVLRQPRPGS
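Test system: SCP-1 phosphatase catalytic domain, residues 76-261 | Compound dosing: One concentration, 20 µM, with 1.0% DMSO | Schedule: 45 min room-temperature reaction, 5 min colour, 30 min stabiliser | Detection: Absorbance at 630 nm | Read-out basis: % inhibition of SCP-1 phosphate liberation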
Neddylation inh – inhibitors of human cullin neddylation; TR-FRET cullin neddylation, biochemical; calls only at 25 µM; 360,000 tested, 0.58% active; AID 651699; in the data active = inhibition above about 36%
DNMT1 block – inhibitors of human DNMT1; DNMT1 molecular beacon, Hinp1I cleavage, fluorescence; inhibition (reported as % activation of signal), % at 10 µM; 360,000 tested, 0.83% active; in the data active = inhibition above about 50%
Tb MetRS inh – blocks T. brucei methionyl-tRNA synthetase activity. purified T. brucei MetRS, ATP depletion, Kinase-Glo luminescence. inhibition, % at 11.9 µM. 360,000 tested, 0.4% active. AID 624268;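 active = inhibition above a per-plate cutoff of the control wells' mean inhibition plus 3 SD, cut at about 5.5% in these data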;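 also: 0% = DMSO wells median and 100% = median of wells with control inhibitor compound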
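Material: T. brucei methionyl-tRNA synthetase, purified; reagent: substrates ATP, L-methionine and bulk Escherichia coli tRNA; dosing: 11.9 µM single point; timing: 15 min plus 2 h at 25 °C; detection: luminescence of leftover ATP; evaluation: % inhibition; control set: DMSO-only wells as low control; replicates: singlicate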
NadD block – NadD (S. aureus) enzyme inhibition | purified NadD enzyme, colorimetric absorbance read-out | inhibition, % at 20 µM | 360,000 tested, 0.78% active | AID 602399; in the data active = inhibition above about 26%; also: some compounds past the cut are filed as inactive
* marks the source's active call; other numbers are inactive results; i = inactive; . = no result given.

LMPTP block,STEP inh,SUMO1 PPI mod,Scp-1 inhibitor,DNMT1 block,NadD block,Tb MetRS inh,SKN-1 block,Neddylation inh,CendR NRP1 mod,Compound
-0.3,0,-12,-12,3,-5,-0.2,6,i,-2,CCOC(=O)c1sc2nc(NC(=O)C3CC3)sc2c1C
0.0,-5,1,2,3,9,0.7,-1,i,10,CN(C)S(=O)(=O)c1cccc(NC(=O)Cn2cnc3ccccc3c2=O)c1
0.6,1,7,-10,-3,3,-0.1,17,i,-6,Cc1cc(C)c2sc(NNC(=O)C3COc4ccccc4O3)nc2c1 (stereo not drawn)
1.6,2,2,-2,-8,4,-0.5,22,i,2,CC(C)CNC(=S)N1CCN(c2nc(-c3ccc(Cl)cc3)cs2)CC1
-1.9,6,-1,1,-7,1,-0.5,8,i,0,COc1ccc(OC)c(NC(=O)c2ccc(NC(C)=O)cc2)c1
1.1,-2,4,-4,-2,1,0.1,5,i,-4,COc1cccc(NC(=O)CSc2nnc(Cn3c(=O)sc4ccccc43)n2C)c1
-0.4,2,0,-4,0,-6,0.1,-1,i,-6,CCOC(=O)C(=O)Nc1ccccc1C(=O)NCc1ccccc1
-1.4,-2,6,-9,0,3,-0.5,5,i,2,CN(C(=O)CSc1nc(N)nn1-c1ccccc1)c1ccccc1
1.0,2,25,-1,-9,0,-0.7,2,i,-11,NC(=O)c1ccc(NC(=O)COC(=O)CCCc2c[nH]c3ccccc23)cc1
-0.6,2,2,-7,-5,0,-0.3,7,i,8,COc1cc(/C=N/NC(=O)c2cccc(NC(=O)c3ccccc3Cl)c2)ccc1O
-2.1,1,2,-2,-1,7,-0.7,-14,i,-4,O=C(CCC(=O)OCC(=O)c1ccc(F)cc1)NC1CCCCC1
-1.3,0,-1,-2,3,0,-0.3,-5,i,-10,O=C(CCSCCc1ccccn1)Nc1ccc(Br)cn1
4.6,-4,9,-7,-24,-3,10*,-2,i,-11,O=S(=O)(c1ccccc1)c1nc(Nc2cccc(O)c2)sc1Cl
14,4,19,-2,-24,9,-0.6,-2,i,-43,N#Cc1c(N(CCO)CCO)nc(N)c2c(N)nc3c(c12)CC(=O)N3Cc1cccs1
-1.1,3,1,-11,3,0,0.1,0,i,11,O=C(CSc1nnc(-c2ccccc2)o1)Oc1ccc(Br)cc1
-0.1,1,5,-3,1,1,-0.7,3,i,-6,CCCNC(=O)c1ccc2c(=O)n(Cc3ccco3)c(=S)[nH]c2c1
0.2,1,-1,-9,-1,-2,-0.6,16,i,-15,CCOc1ccc(-c2noc(CCCC(N)=O)n2)cc1OC
-0.4,-4,4,0,5,2,-0.3,1,i,-10,Cn1c(=O)cc(OCC(=O)NCc2cccnc2)c2ccccc21
0.1,4,4,-4,4,3,-0.9,11,i,10,O=c1c2ccc(Cl)cc2nc(-c2cccc(C(F)(F)F)c2)n1O
2.3,1,2,-7,4,-1,-0.4,14,i,27*,CC(=O)C[C@H]1c2cc(C(F)(F)F)ccc2S(=O)(=O)N1C1CCCCC1
-0.9,-2,17,-9,0,-10,0.2,7,i,5,CCOC(=O)[C@@H]1[C@H]2COc3cc(OC)ccc3[C@H]2N2C(=O)N(c3ccccc3)C(=O)[C@]12C
-1.3,-2,-5,0,0,-4,0.1,19,i,6,CCS(=O)(=O)N1CCC(NC(=O)C(Cc2cccc(OC)c2OC)NC(C)=O)CC1 (stereo not drawn)
-0.9,2,1,1,0,-8,-0.4,-7,i,-3,Cc1ccc(S(=O)(=O)N(C)C)cc1NC(=O)COC(=O)CNC(=O)c1cccs1
1.0,3,10,-2,2,3,0.1,31,i,16,CCOC(=O)c1ccc(NC(=O)CSc2nc(N)c(NC(=O)c3ccc(Br)o3)c(=O)[nH]2)cc1

Profiles, looked up by structure. Order of values: LMPTP block	STEP inh	SUMO1 PPI mod	Scp-1 inhibitor	DNMT1 block	NadD block	Tb MetRS inh	SKN-1 block	Neddylation inh	CendR NRP1 mod
COc1ccc(OC)c(NC(=O)c2ccc(NC(C)=O)cc2)c1 in the list: -1.9	6	-1	1	-7	1	-0.5	8	i	0
O=C(CCSCCc1ccccn1)Nc1ccc(Br)cn1 in the list: -1.3	0	-1	-2	3	0	-0.3	-5	i	-10
O=c1c2ccc(Cl)cc2nc(-c2cccc(C(F)(F)F)c2)n1O in the list: 0.1	4	4	-4	4	3	-0.9	11	i	10
CC(C)CNC(=S)N1CCN(c2nc(-c3ccc(Cl)cc3)cs2)CC1 in the list: 1.6	2	2	-2	-8	4	-0.5	22	i	2

(next part)
LMPTP block,STEP inh,SUMO1 PPI mod,Scp-1 inhibitor,DNMT1 block,NadD block,Tb MetRS inh,SKN-1 block,Neddylation inh,CendR NRP1 mod,Compound
-0.6,1,7,2,21,0,-0.8,1,i,-18,O=c1cc(O)c(-c2ccc(Cl)c(Cl)c2)c(Cl)[nH]1
0.2,-3,-16,-4,-3,6,0.7,-7,i,-4,CCn1c(-c2ccsc2)nc2c1c(=O)[nH]c(=O)n2Cc1ccccc1
-0.8,1,-2,-4,-1,-5,-0.1,1,i,3,COc1cccc(NC(=O)CN(C)C(C)C(=O)Nc2ccc(S(=O)(=O)N3CCCC3)cc2)c1 (stereo not drawn)
-1.2,-3,-8,-8,7,-1,-0.2,-5,i,12,COc1cc(C#N)ccc1OCC(=O)NCCC1=CCCCC1
-1.1,1,-1,-3,1,-2,1.4,1,i,4,CC(=O)Nc1ccc(N2C(=O)CSC2c2ccc(F)cc2)cc1 (stereo not drawn)
0.2,-4,-3,-3,4,-8,-0.1,12,i,4,N#Cc1ccccc1NC(=O)c1cccc(COc2ccc(Cl)cc2Cl)c1
2.4,2,2,-2,-8,-8,-0.7,-6,i,-9,COc1ccc(-c2nn3c(-c4ccccc4)nnc3s2)cc1OC
-0.4,-1,-29,7,0,-3,-1.1,0,i,-2,Cc1ccc2c(c1)c(-c1ccccc1)nc1nncn12
0.0,0,-6,-7,2,-8,-0.5,20,i,16,O=C(C1CCC(=O)N(C2CCCC2)C1)N1CCN(Cc2cccc(Cl)c2)CC1 (stereo not drawn)
0.1,0,-1,-6,-4,-7,0.6,18,i,2,COC(=O)c1ccsc1NC(=O)CSc1nnnn1Cc1ccccc1
0.5,2,-5,-2,0,-4,-0.3,2,i,3,CC(C)(C)[C@H]1CCC(=O)N([C@H](CN=[N+]=[N-])Cc2ccccc2)CC1
-2.1,3,0,-2,6,1,-1.7,-3,i,-2,O=S(=O)(/N=C(\c1ccc(Cl)cc1)N1CCOCC1)c1ccccc1
-0.5,-2,7,.,1,-1,0.1,2,i,4,COc1ccc(NC(=O)C2(C)CCCN(C(C)=O)C2)cc1F (stereo not drawn)
-2.7,-4,5,-1,0,-4,-0.1,9,i,-12,CC(=O)c1cnn(-c2ccc(Cl)c(Cl)c2Cl)c1C
-0.7,-4,0,1,-1,-10,0.3,21,i,1,CCCN(CCC)CCNC(=O)C1CC(=O)N(c2ccc(OC)cc2)C1c1ccc(OC)cc1 (stereo not drawn)
-0.3,1,4,.,-3,3,0.1,-17,i,-19,Cc1c(C(=O)NCCC#N)sc(=O)n1Cc1ccccc1F
-0.6,1,3,-1,-3,0,-0.7,18,i,4,Brc1ccc(-c2nnc3n2-c2ccccc2CC3)cc1
1.9,1,-19,-9,-3,-3,-0.3,13,i,-1,CCCCCn1c(=O)c(C(=O)c2ccccc2)nc2ccccc21
4.3,0,-2,-11,-3,3,0.1,11,i,6,O=S(=O)(/N=C(/Nc1cccc2ccccc12)c1ccccc1)c1ccc(Br)cc1
1.0,3,7,-2,1,4,0.1,33,i,7,COc1ccccc1N(C(=O)CNC(=O)c1ccco1)C(C(=O)NC1CCCCC1)c1ccncc1 (stereo not drawn)
-1.7,-4,-6,-4,-6,-6,0.4,2,i,2,O=C1CCN=C(Nc2ccc(F)cc2)N1Cc1ccccc1
-3.3,-2,0,-7,-7,-7,0.1,-11,i,-8,CC(C)c1ccc(C(=O)NCCCN2CCN(CCCNC(=O)c3ccc(C(C)C)cc3)CC2)cc1
-0.1,5,0,.,3,-9,-0.2,-5,i,6,COCOc1cccc(CN2CCC(C)(Oc3ccc(SC)cc3)C2)c1 (stereo not drawn)
-1.0,-1,-12,-5,5,-3,0.1,0,i,-11,CCOC(=O)CC(NS(=O)(=O)c1ccc(OC)c(OC)c1)c1cccc([N+](=O)[O-])c1 (stereo not drawn)
0.5,1,-24,-6,-12,9,0.0,-1,i,-2,O=[N+]([O-])c1ccc(CNCc2cc(Cl)ccc2O)cc1
-0.4,.,1,.,.,-5,-0.7,-4,i,11,COc1ccc(CN2C(=O)CCC2(C)c2nnnn2-c2c(C)cccc2C)cc1OC (stereo not drawn)
1.1,-1,14,2,4,0,-0.2,2,i,16,NC(=O)c1ccsc1NC(=O)COC(=O)[C@@H]1CCCN1C(=O)c1cccs1
-0.6,0,0,-7,3,-2,0.1,8,i,-8,CC(C(=O)NC1CC1)c1ncc(C(F)(F)F)cc1Cl (stereo not drawn)
-0.6,-2,1,2,6,-3,-0.4,-2,i,2,CC(c1ccon1)N(C)C(=O)CCc1nnc(C2(c3ccc(Cl)cc3)CCC2)o1 (stereo not drawn)
3.3,3,-26,-7,59*,43*,-0.3,12,i,-9,Cc1cccc(OCC(=O)Nc2ccc(N3CCCC3)cc2)c1C
-0.8,0,2,-5,2,-3,0.5,11,i,-9,CCCNC(=O)C1CCN(S(=O)(=O)c2ccc(-c3nn[nH]n3)cc2)CC1
-9.4,-6,-7,2,3,-3,-1.4,-12,i,9,CCOc1ccccc1C(=O)NCC(=O)N(C)Cc1cccnc1
-2.4,-1,-7,-4,0,-4,-0.6,1,i,6,C/C(Cn1cnc([N+](=O)[O-])n1)=N\NC(=O)c1cccnc1
0.7,3,-10,-4,4,-3,-1.5,5,.,10,CCC(=O)Nc1c(-c2ccc3ccccc3c2)nc2ccccn12
-0.8,0,1,-2,1,1,-0.6,7,i,-3,CCN(CC)C(=O)CSc1nnc(-c2ccco2)n1Cc1ccco1
-1.7,1,-1,-5,2,2,7.2*,5,i,9,NNC(=O)CSc1nc(-c2ccccc2)cn1-c1ccccc1
-0.6,-4,0,-5,4,5,-0.3,-9,i,11,CC1CCC(C#N)(N(C)C(=O)CSc2nnc(C3CC3)n2C2CC2)CC1 (stereo not drawn)
-1.2,0,0,1,-1,0,-0.1,14,i,0,O=C(NC(Cc1ccccc1)C(=O)O)/C(=C\c1ccc(Br)cc1)NC(=O)c1ccc(Br)o1 (stereo not drawn)
2.0,2,-7,-5,-14,0,-0.4,6,i,-1,Cc1[nH]n(-c2ccccc2)c(=O)c1/C=N/N(c1ccccc1)c1ccccc1
